# ARNT TACC3 PPI: disruptors of ARNT/TACC3 protein interaction, primary screen, biochemical, AlphaScreen, single concentration | Transforming acidic coiled-coil-containing protein 3 (Homo sapiens), Q9Y6A5 | AlphaScreen His-ARNT PAS-B/GST-TACC3 binding, luminescence; TACC3 fragment carries E629A point mutation | inhibition, % at 9.99 µM | 0.66% of 390,000 active | AID 623870, 2012;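 active = mean inhibition of replicates at least 50% and at least half of replicates each reaching 50%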;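 note: 0% = complete ARNT plus TACC3 wells and 100% = ARNT alone without TACC3; many hits fall short of the cut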
# C2C12 statin: suppressors of statin myotoxicity in C2C12 myotubes, primary screen, cell-based, single point, plate reader; AID 602340, 2012; C2C12 myotubes + simvastatin, ATP luminescence, 48 h; scaled: DMSO 0, geranylgeraniol control 100; rescue of ATP level, % at 7.49 µM; 0.78% of 330,000 active;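 active = mean ATP rescue above about 67%, or every replicate alone reaching that limit, limit read from the data, passing the limit was not always enough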;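 note: myotubes were challenged with 10 µM simvastatin during compound exposure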
# esBAF inh: Bmi1 luciferase reporter increase in mESCs, primary screen, esBAF inhibitor project, mouse ES cells, Bmi1 luciferase knock-in, single point | 24 h; 100% = twice the neutral-well signal | reporter increase, % at 12.5 µM | 2% of 350,000 active | AID 602393, 2012; in the data active = activation above about 40%;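 note: 0% = median of the plate's neutral control wells and 100% = double that signal; a rise in the Bmi1 reporter signal indicates esBAF inhibition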
# SIRT5 inh: SIRT5 desuccinylase inhibitors, primary screen, biochemical, fluorescence imaging, single point, set 5. inhibition, % at 15 µM. AID 652115, 2013. Purified SirT5, succinyl-peptide AMC, trypsin-coupled fluorescence. 1.1% of 330,000 active; in the data active = inhibition above about 15%
# Target sequence (Q9NXA8 whole entry, looked up): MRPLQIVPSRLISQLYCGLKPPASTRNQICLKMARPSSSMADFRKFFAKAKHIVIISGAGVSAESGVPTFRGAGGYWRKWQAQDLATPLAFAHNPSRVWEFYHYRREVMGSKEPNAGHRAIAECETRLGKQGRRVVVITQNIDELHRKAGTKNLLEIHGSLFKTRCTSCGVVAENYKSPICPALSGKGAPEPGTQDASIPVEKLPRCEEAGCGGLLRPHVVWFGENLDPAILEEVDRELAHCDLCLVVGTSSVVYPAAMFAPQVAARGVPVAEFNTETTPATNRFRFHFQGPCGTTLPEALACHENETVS
# ERp5 block: inhibitors of ERp5-driven insulin aggregation, primary screen, biochemical, turbidity, absorbance 650 nm, single point; 90 min; inhibition, % at 9.99 µM; 0.05% of 350,000 active; AID 651711, 2012;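 active = mean replicate inhibition above about 25%, with every replicate also reaching it, limit read from the data, passing the limit was not always enough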
# Target sequence (Q15084 whole entry, looked up): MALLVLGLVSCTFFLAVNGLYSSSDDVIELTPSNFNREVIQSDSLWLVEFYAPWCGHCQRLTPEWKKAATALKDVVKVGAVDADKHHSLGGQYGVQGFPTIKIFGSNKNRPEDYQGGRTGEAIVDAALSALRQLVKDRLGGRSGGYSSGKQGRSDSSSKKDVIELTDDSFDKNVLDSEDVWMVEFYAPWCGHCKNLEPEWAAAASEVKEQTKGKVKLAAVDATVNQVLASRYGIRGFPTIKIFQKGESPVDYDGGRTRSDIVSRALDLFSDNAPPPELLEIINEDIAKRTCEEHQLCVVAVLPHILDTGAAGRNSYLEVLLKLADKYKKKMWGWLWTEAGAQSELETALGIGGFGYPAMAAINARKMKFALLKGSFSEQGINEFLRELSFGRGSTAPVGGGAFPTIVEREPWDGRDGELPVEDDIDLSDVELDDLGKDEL
# miR-122 sensor: miR-122 Renilla sensor signal increase in Huh7, primary screen, miR-122 inhibitor project, cell-based, single point, plate reader | AID 602342, 2012 | Huh7 miR-122 Renilla luciferase sensor, 48 h; neutral wells = 0, positive control = 100 | activation (reporter increase), % at 12.5 µM | 0.3% of 340,000 active;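 active = mean replicate activation score at least 90 and every replicate individually at or above 90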;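 note: higher luciferase means less miR-122 activity so hits act as miR-122 inhibitors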
# Cneo AK release: Cryptococcus neoformans cell lysis inducers, primary screen, AK release luminescence, single concentration; C. neoformans lysis, adenylate kinase release luminescence, 4 h; normalised: neutral wells 0, clomiphene wells 100; lysis activity, % at 15 µM; 0.2% of 360,000 active;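 active = mean lysis activity across replicates of at least 80%, whatever share of replicates individually reach that level; inactive = mean lysis activity below 80%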
#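 Test system: log-phase Cryptococcus neoformans yeast cells. Input: 5 × 10^6 yeast cells/mL. Medium: fresh YPD growth medium. Doses: single dose. Incubation: static 4 h at 37 °C with compound, 1 h detection. Measured by: luminescent adenylate kinase detection reagent. Read-out: signal increase indicating cell lysis. Benchmarks: Clomiphene.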
# Starred values were filed as active, the others as inactive; / = no result given; & = joins results of further samples; [ ] = remark or other dose.
No.	Structure	ARNT TACC3 PPI	C2C12 statin	esBAF inh	SIRT5 inh
1	C[C@@H]1CN([C@@H](C)CO)C(=O)CCCn2cc(nn2)CO[C@H]1CN(C)C(=O)Nc1ccnc(N2CCOCC2)c1	1&-3	-4&-3	-5&1	-1&-8&-2
2	CN(C)CC(=O)N[C@@H]1CC[C@H](CC(=O)NCCN2CCCCC2)O[C@@H]1CO	-2	2	0	-1
3	Cc1noc(C)c1NC(=O)N(C)C[C@H]1OCCCC[C@@H](C)Oc2ccc(NC(=O)Cc3ccccc3)cc2C(=O)N([C@H](C)CO)C[C@@H]1C	-7	/	-7	1
4	Cc1ccc(S(=O)(=O)N2C[C@H](O)COC[C@H]3O[C@H](CC(=O)NCCCN(C)C)CC[C@@H]32)cc1	6	5	-1	4
5	CN1CCC(=NNC(=O)CSc2ccc(Cl)cc2)CC1	-1	/	/	11
6	O=C(Nc1ccc2c(c1)CCC2)Nc1ccc2c(c1)OCO2	/	11	53*	2
7	CC1CCCN(C(=O)C23CCC(C)(C(=O)C2)C3(C)C)C1 (stereo unspecified)	24	0	-9	/
8	O=C(Nc1nc2nccc(-c3ccccc3)n2n1)c1ccc(F)cc1	1	/	/	/
9	COc1cc(/C=C(\C#N)C(=O)N2CCOCC2)cc(Br)c1O	1	/	/	1
10	CCn1cc(Br)c(C(=O)Nc2ccc(Cl)cc2Cl)n1	-2	4	26	-3
11	O=[N+]([O-])c1ccc(/C=N/NC2=NS(=O)(=O)c3ccccc32)cc1	3	/	/	4
12	C[C@@H]1CCCCO[C@@H](CN(C)C)[C@@H](C)CN([C@H](C)CO)C(=O)c2cc(NC(=O)c3ccccc3)ccc2O1	-1	-32	-1	-2

No.	ERp5 block	miR-122 sensor	Cneo AK release
1	-2&0&-8	-2&2[16.7 µM]	-3&5
2	0	/	-2
3	24	5[16.7 µM]	1
4	-3	11[16.7 µM]	-2
5	-8	/	/
6	9	3	2
7	/	-1	2
8	/	-4	-1
9	8	-2	-2
10	1	10	1
11	1	/	0
12	-2	14[16.7 µM]	0

No.	Structure	ARNT TACC3 PPI	C2C12 statin	esBAF inh	SIRT5 inh
13	Cc1cn([C@H]2C[C@H](O)[C@@H](/C=C/C(=O)NCCN3CCCCC3)O2)c(=O)[nH]c1=O	/	4	-1	-2
14	COc1ccc(S(=O)(=O)Nc2cccc(SC)c2)cc1OC	1	/	-29	/
15	CCCOc1ccc(/C(O)=C2/C(=O)C(=O)N(CCN3CCOCC3)C2c2ccccc2)cc1 (stereo unspecified)	3	/	/	-1
16	Cc1nc(N2CCN(C(=O)c3ccc(Cl)cc3)CC2)c(C#N)c2c1COC(C)(C)C2	/	/	-7	/
17	NNC(=O)c1cnn(-c2ccccc2)c1C(F)(F)F	-1	-4	-4	-2
18	C[C@@H]1CN([C@@H](C)CO)C(=O)c2cccc(N(C)C)c2O[C@@H]1CN(C)S(=O)(=O)c1cn(C)cn1	/	38	4	/
19	CCC(=O)NC[C@H]1[C@H](c2ccc(-c3ccccc3)cc2)[C@H](CO)N1C(=O)C1CC1	-1	3	5	-2
20	COc1cccc(CN2CCN(Cc3ccc(O)cc3)CC2CCO)c1 (stereo unspecified)	-1	/	/	-3
21	CC(=Nc1ccc2c(c1)nc(CO)n2C)C1=C(O)CC(C)(C)CC1=O	0	2	7	/
22	Cc1nc2cc(C(F)(F)F)ccc2n1CCNc1nc(-c2cc(Cl)c(N)c(Cl)c2)cs1	-5	-10	-6	/
23	CC(OCC(O)CN(C)Cc1nc2ccccc2c(=O)[nH]1)c1ccc(Cl)cc1 (stereo unspecified)	31	-1	1	-2
24	C[C@H]1CN([C@@H](C)CO)C(=O)c2cc(-c3ccc(F)cc3)cnc2O[C@@H]1CN(C)Cc1ccccn1	-4	4	-1	1

No.	ERp5 block	miR-122 sensor	Cneo AK release
13	-1	5	-1
14	/	61	7
15	-5	/	/
16	/	0	3
17	-1	-1	0
18	1	-6[16.7 µM]	0
19	-3	-12[16.7 µM]	-3
20	5	/	/
21	/	3	0
22	-6	-3	-1
23	-2	4	/
24	-7	3[16.7 µM]	-1

No.	Structure	ARNT TACC3 PPI	C2C12 statin	esBAF inh	SIRT5 inh
25	Cc1ccc2c(CN3CCCCC3CCO)cc(=O)oc2c1 (stereo unspecified)	8	-5	6	-4
26	CC(=O)c1c(C)n(CCc2ccc(Cl)cc2)c2ccc(O)cc12	-4	3	-5	-2
27	Cc1ccc(N(CC(O)CN2CCCCC2)S(=O)(=O)c2ccccc2[N+](=O)[O-])cc1 (stereo unspecified)	2	/	/	7
28	C=CC[C@H](CC(=O)NCCO)C(=O)NC[C@@H](OC(=O)[C@@H](CC=C)CC(=O)OC(C)(C)C)c1ccccc1	10	-8	2	-2
29	CCn1c(SCC(=O)NC2CCCC2)nnc1C(C)NC(=O)c1ccccc1F (stereo unspecified)	-12	8	2	1
30	Cc1ccc(NC(=O)C(=O)c2ccc(C)cc2)cc1	-1	13	76*	-4
31	O=S(=O)(c1ccc(F)cc1)N1CC=C(c2ccccc2)CC1	/	/	/	0
32	Cc1ccc(C)c(N2CCN(S(=O)(=O)CC34CCC(CC3=O)C4(C)C)CC2)c1 (stereo unspecified)	-2	-24	-3	0
33	COC(=O)c1ccccc1NC(=O)COc1ccccc1	-14	8	4	/
34	O=Cc1ccc(-c2ccc([N+](=O)[O-])cc2Cl)o1	-7	/	/	1
35	COc1cc(/C=C2/N=C(C3CCCCC3)OC2=O)cc(OC)c1OC	-14	-2	-4	/
36	CCc1nc2ccccc2c(C(=O)Oc2ccc(C(=O)OC)cc2)c1C	/	3	-3	0
37	Cc1cc(=O)[nH]c(N/N=C/c2cccs2)n1	31	/	/	/
38	CN(C)CC(=O)Nc1ccc2c(c1)[C@H]1C[C@@H](CC(=O)N3CCOCC3)O[C@H](CO)[C@H]1O2	3	2	-3	/

No.	ERp5 block	miR-122 sensor	Cneo AK release
25	0	0	1
26	2	25	1
27	2	/	/
28	-7	/	2
29	6	/	-3
30	-1	26	-2
31	3	-2	2
32	3	3	1
33	/	-4	3
34	-2	/	/
35	/	0	1
36	-5	-3	2
37	/	-6	-1
38	/	-3[16.7 µM]	0

# Of the compounds above, 7 contain a Cl atom.
No.	Structure	ARNT TACC3 PPI	C2C12 statin	esBAF inh	SIRT5 inh
5	CN1CCC(=NNC(=O)CSc2ccc(Cl)cc2)CC1	-1	/	/	11
10	CCn1cc(Br)c(C(=O)Nc2ccc(Cl)cc2Cl)n1	-2	4	26	-3
16	Cc1nc(N2CCN(C(=O)c3ccc(Cl)cc3)CC2)c(C#N)c2c1COC(C)(C)C2	/	/	-7	/
22	Cc1nc2cc(C(F)(F)F)ccc2n1CCNc1nc(-c2cc(Cl)c(N)c(Cl)c2)cs1	-5	-10	-6	/
23	CC(OCC(O)CN(C)Cc1nc2ccccc2c(=O)[nH]1)c1ccc(Cl)cc1 (stereo unspecified)	31	-1	1	-2
26	CC(=O)c1c(C)n(CCc2ccc(Cl)cc2)c2ccc(O)cc12	-4	3	-5	-2
34	O=Cc1ccc(-c2ccc([N+](=O)[O-])cc2Cl)o1	-7	/	/	1

No.	ERp5 block	miR-122 sensor	Cneo AK release
5	-8	/	/
10	1	10	1
16	/	0	3
22	-6	-3	-1
23	-2	4	/
26	2	25	1
34	-2	/	/
